# Assay outcomes: PubChem, Sanford-Burnham Center for Chemical Genomics
# SENP7 block: SENP7 protease inhibitors, primary screen, biochemical, luminescence, uHTS; inhibition, % at 5 µM; 330,000 tested, 1.5% active; recombinant SENP7, Z-RLRGG-aminoluciferin luminescence, 40 min;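 active = inhibition above about 50% at the single test dose, limit read from the data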;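 note: plate controls were DMSO with enzyme for no effect and no enzyme buffer wells for full effect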
# Gli-Sufu antag: Gli-Sufu pathway antagonists, primary screen, luciferase luminescence, Sufu-KO-LIGHT cells, uHTS; Sufu-KO-LIGHT fibroblasts, Gli luciferase reporter luminescence; inhibition, % at 5 µM; 340,000 tested, 0.74% active;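 active = inhibition above about 55%, limit read from the data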;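 note: 0% = DMSO-treated cells and 100% = wells with medium but no cells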
# HKDC1 inhibitor: HKDC1 hexokinase inhibitors, primary screen, biochemical, fluorescence, uHTS; recombinant HKDC1, G6PDH/diaphorase resazurin coupled fluorescence; AID 493160, 2011; 340,000 tested, 0.16% active; inhibition, % at 20 µM;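 active = inhibition above about 35% when tested at 20 µM, limit read from the data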;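 note: plate controls were DMSO wells with enzyme for no effect and DMSO wells lacking enzyme for full effect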
# Target sequence (Q2TB90 whole entry, looked up): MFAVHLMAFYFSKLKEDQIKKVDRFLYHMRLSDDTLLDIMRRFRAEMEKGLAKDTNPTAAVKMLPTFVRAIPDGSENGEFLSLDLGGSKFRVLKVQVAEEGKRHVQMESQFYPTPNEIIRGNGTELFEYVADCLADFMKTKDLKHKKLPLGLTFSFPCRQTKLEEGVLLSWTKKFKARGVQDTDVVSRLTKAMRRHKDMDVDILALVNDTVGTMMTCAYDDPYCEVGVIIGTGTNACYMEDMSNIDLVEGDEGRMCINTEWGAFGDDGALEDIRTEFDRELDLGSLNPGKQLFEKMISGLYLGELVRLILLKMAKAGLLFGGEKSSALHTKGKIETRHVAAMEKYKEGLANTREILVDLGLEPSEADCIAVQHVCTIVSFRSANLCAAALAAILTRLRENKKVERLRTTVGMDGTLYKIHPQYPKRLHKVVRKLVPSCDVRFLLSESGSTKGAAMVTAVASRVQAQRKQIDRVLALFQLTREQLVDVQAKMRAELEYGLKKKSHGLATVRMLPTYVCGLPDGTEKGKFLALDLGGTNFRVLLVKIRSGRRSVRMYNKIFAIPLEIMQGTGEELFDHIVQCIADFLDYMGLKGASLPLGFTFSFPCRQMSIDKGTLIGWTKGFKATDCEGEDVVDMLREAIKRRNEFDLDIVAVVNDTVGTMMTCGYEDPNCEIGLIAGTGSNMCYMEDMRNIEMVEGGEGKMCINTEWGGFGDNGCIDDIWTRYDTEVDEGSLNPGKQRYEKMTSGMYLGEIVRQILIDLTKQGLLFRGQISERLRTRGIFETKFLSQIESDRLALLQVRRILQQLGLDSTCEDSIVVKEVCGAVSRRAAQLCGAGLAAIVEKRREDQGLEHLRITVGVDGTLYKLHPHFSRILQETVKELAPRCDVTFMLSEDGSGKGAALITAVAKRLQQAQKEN
#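 Incubation: 90 min at room temperature in dark / Material: recombinant HKDC1 (HK5) hexokinase enzyme, produced in-house / Quantity: enzyme 5 µg/mL final / Compound: one dose of 20 µM, 1% DMSO / Reagent: glucose and ATP substrates / Buffer or medium: Tris pH 8.0 buffer with MgCl2, Tween-20, BSA, BME / Technique: resorufin fluorescence at 613 nm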
# SENP8 block: SENP8 protease inhibitors, primary screen, biochemical, luminescence; purified SENP8, Z-RLRGG-aminoluciferin cleavage; inhibition, % at 10 µM; AID 2540, 2010; Sentrin-specific protease 8 (Homo sapiens), Q96LD8; 330,000 tested, 1.2% active
# Target sequence (Q96LD8 whole entry, looked up): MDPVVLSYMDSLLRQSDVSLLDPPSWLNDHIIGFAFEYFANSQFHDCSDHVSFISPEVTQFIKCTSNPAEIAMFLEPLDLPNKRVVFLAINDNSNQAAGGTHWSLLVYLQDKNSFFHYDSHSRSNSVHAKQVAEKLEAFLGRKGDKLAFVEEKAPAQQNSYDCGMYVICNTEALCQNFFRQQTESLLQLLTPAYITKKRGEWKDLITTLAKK
# 697 NFkB inh: inhibitors of PMA/ionomycin-induced NF-kB reporter, 697 cells, primary screen, B-cell NF-kB inhibitor project, cell-based, luminescence, uHTS; 697 B-cell NF-kB luciferase reporter, 16 h; inhibition, % at 4 µM; 330,000 tested, 0.33% active; AID 435022, 2010; in the data active = inhibition above about 35%
# Apaf1 inhib: inhibitors of human Apaf-1 apoptosome, primary screen, biochemical, DEVD-Rh110 fluorescence, uHTS. Apoptotic protease-activating factor 1 (Homo sapiens), O14727. reconstituted apoptosome caspase-3 activity. inhibition, % at 20 µM. 330,000 tested, 0.71% active; active = inhibition of at least 40% at 20 µM;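 note: plate controls were DMSO wells for no effect and DEVD-CHO caspase inhibitor wells for full effect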
#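 Assay system – apoptosome proteins · Medium – Hepes buffer, pH 7.5 · Also added – cytochrome c with DEVD-Rh110 · Timing – 30 min compound preincubation, 50 min activation, room temperature · Detection – Rh110 fluorescence, excitation 480 nm, emission 540 nm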
# Jurkat NFkB inh: inhibitors of induced NF-kB luciferase reporter, primary screen, TCR NF-kB activation inhibitor project, cell-based, luminescence, uHTS; Jurkat, PMA/ionomycin-induced NF-kB luciferase reporter; 330,000 tested, 0.53% active; inhibition, % at 4 µM
# UBC13 inh: UBC13 polyubiquitin chain formation inhibitors, primary screen, biochemical, TR-FRET, uHTS; 330,000 tested, 0.47% active; inhibition, % at 20 µM; Ubiquitin-conjugating enzyme E2 N (Homo sapiens), P61088; AID 485273, 2010; in the data active = inhibition above about 45%, passing the limit was not always enough
# Starred values were filed as active, the others as inactive; x = not tested or not shown. Cut-off read from the data, not from the text of the source, unless noted: active = inhibition above about 50%; inactive = the rest.
no.	SMILES	SENP7 block	Gli-Sufu antag	HKDC1 inhibitor	SENP8 block	697 NFkB inh	Apaf1 inhib	Jurkat NFkB inh	UBC13 inh
1	COc1ccc(C)cc1NC(=O)NNC(=O)c1ccoc1C	-4	-2	-3	-4	-14	-4	-11	12
2	CCOC(=O)C1CCN(C(=O)C2CCCN2S(=O)(=O)c2ccc(Cl)cc2)CC1 (configuration not stated)	0	-1	-7	2	-46	8	-6	1
3	COc1ccc(CNC(=O)Cn2cccc2C(=O)c2ccccc2C)cc1	11	-56	-7	-11	-54	13	-32	-8
4	Cc1ncsc1CCC(=O)N1CCCC(Nc2ccc(C(C)C)cc2)C1 (configuration not stated)	0	1	-4	1	-3	0	-4	2
5	COc1cccc(N(CC(=O)NC(C)c2ccccc2)S(C)(=O)=O)c1 (configuration not stated)	4	-1	-6	-4	10	-10	1	-1
6	COc1cc(C(=S)N2CCOCC2)ccc1OC(=O)c1ccccc1	-1	-2	-1	14	-15	-1	-7	-7
7	c1ccc(CSc2ccc(-c3cccnc3)nn2)nc1	-4	-12	-4	3	2	-19	-15	2
8	CCOc1cc(C2NC(=O)NC(C)=C2C(=O)OC(C)CC)cc(Br)c1O (configuration not stated)	8	2	1	3	-2	7	2	0
9	Cc1cc(C)cc(C(=O)N2CCN=C2SCc2ccc([N+](=O)[O-])cc2)c1	-4	-9	-7	-8	2	7	-10	-6
10	CCCOC(=O)C1=C(C)NC2=C(C(=O)C(C(=O)OC)C(C)C2)C1c1ccc(N(C)C)cc1 (configuration not stated)	4	1	0	7	1	9	4	8
11	CCc1ccc(Nc2n[n+](-c3ccccc3)c(-c3ccc(OC)c(Br)c3)s2)cc1	5	22	3	-24	-5	18	-4	5
12	O=C(N[C@H]1C/C=C\C[C@@H](CC(=O)N(CCO)Cc2ccccc2)C(=O)N[C@H](Cc2c[nH]c3ccccc23)COC1=O)OCC1c2ccccc2-c2ccccc21	7	53	1	-6	-16	24	-5	-6
13	CCOC(=O)c1c(NC(=O)C2C3C=CC(C3)C2C(=O)O)sc2c1CC(C)(C)OC2 (configuration not stated)	5	-1	-6	-9	14	6	-8	-1
14	CC(=O)NC1C(=O)SC1(C)C (configuration not stated)	6	x	x	4	12	7	-3	-7
15	O=C(C[n+]1ccc(C(=O)c2ccccc2)cc1)Nc1ccc(C(F)(F)F)cc1	0	18	-1	11	15	2	37	10
16	COc1ccc(CCNC(=O)C(=O)NCCOc2ccccc2)cc1OC	9	-2	-5	-8	9	-1	5	13
17	CC(=O)c1cccc(NC(=S)NC(=O)Cc2ccccc2)c1	-2	3	-6	5	-18	-2	0	0
18	Cc1ccc(C2C(C#N)=C(N)Oc3c2sc2ccccc32)o1 (configuration not stated)	1	x	x	8	-24	13	1	-23
19	CCc1ccc(C(C)NC(=O)/C(C#N)=C\c2cn[nH]c2-c2ccccc2)cc1 (configuration not stated)	6	9	-4	6	8	4	0	-3
20	O=C(CN(C(=O)C1COc2ccccc2O1)c1ccccc1)NCC1CCCO1 (configuration not stated)	6	3	-4	-4	4	-15	-2	1
21	Cn1ncnc1SCc1cn2cccnc2n1	-3	-16	-2	-1	6	-7	-2	12
22	CC(C)CCN(CC(=O)NC(C)(C)C)C(=O)C(=O)Nc1ccc2c(c1)OCCO2	0	-12	1	0	15	-8	14	-10
23	O=C(CN1CCNCC1)Nc1ccccc1Cl	6	8	-4	2	13	0	6	-3
24	Cc1ccc(C(C(=O)NC(C)(C)C)N(C(=O)c2csnn2)C2CC2)cc1 (configuration not stated)	7	0	-2	-1	8	5	8	4
25	O=c1[nH]c2cc(Cl)c([N+](=O)[O-])nc2[nH]1	-5	x	9	4	-17	-1	13	-6
26	OCc1ccccc1OCCCOc1cccc2cccnc12	-1	16	0	-7	-17	10	-20	1
27	COc1ccccc1NC(=O)COC(=O)c1ccc(S(=O)(=O)NCc2ccco2)cc1	2	4	7	4	8	6	-2	23
28	O=C(C[n+]1cc2ccccc2c2ccccc21)c1ccccc1	10	-6	4	0	1	10	-6	-2
29	CC(=O)OCC12COC3c4ccccc4OC(C)(CC1C)C3C2C (configuration not stated)	0	-13	-4	3	8	2	-7	8
30	Cc1ccc(/C=N/NC(=S)NCCc2ccccc2)s1	-10	-4	-14	-20	-1	10	-5	-9

# Ordered by molar mass (rising): part of the list above.
no.	SMILES	SENP7 block	Gli-Sufu antag	HKDC1 inhibitor	SENP8 block	697 NFkB inh	Apaf1 inhib	Jurkat NFkB inh	UBC13 inh
21	Cn1ncnc1SCc1cn2cccnc2n1	-3	-16	-2	-1	6	-7	-2	12
26	OCc1ccccc1OCCCOc1cccc2cccnc12	-1	16	0	-7	-17	10	-20	1
5	COc1cccc(N(CC(=O)NC(C)c2ccccc2)S(C)(=O)=O)c1 (configuration not stated)	4	-1	-6	-4	10	-10	1	-1

# Quoted at random: two records from the list.
no.	SMILES	SENP7 block	Gli-Sufu antag	HKDC1 inhibitor	SENP8 block	697 NFkB inh	Apaf1 inhib	Jurkat NFkB inh	UBC13 inh
10	CCCOC(=O)C1=C(C)NC2=C(C(=O)C(C(=O)OC)C(C)C2)C1c1ccc(N(C)C)cc1 (configuration not stated)	4	1	0	7	1	9	4	8
19	CCc1ccc(C(C)NC(=O)/C(C#N)=C\c2cn[nH]c2-c2ccccc2)cc1 (configuration not stated)	6	9	-4	6	8	4	0	-3

# Following part.
no.	SMILES	SENP7 block	Gli-Sufu antag	HKDC1 inhibitor	SENP8 block	697 NFkB inh	Apaf1 inhib	Jurkat NFkB inh	UBC13 inh
31	Cc1ccc(-c2nnc(-c3ccccc3)o2)cc1Br	75*	-104	-1	28	-71	18	-68	-6
32	CCN(CC)C(=O)CSC1=Nc2ccccc2C2=NC(c3ccccc3)C(=O)N12 (configuration not stated)	-13	2	-1	-2	-34	7	-6	0
33	O=C(CCn1nnc2ccccc21)Nc1nnc(Cc2ccc(F)cc2)s1	0	3	3	-2	17	14	7	9
34	OCCCc1cn(Cc2ccccc2)c2ccccc12	2	-28	-1	-6	-1	6	1	5
35	CC(NC(=O)C(C)N1C(=O)c2cccc([N+](=O)[O-])c2C1=O)c1ccccc1 (configuration not stated)	7	-10	5	-3	-6	-5	-9	-5
36	COCc1c(C(=O)N/N=C\c2cccnc2)nnn1-c1nonc1N	-3	11	-3	-1	25	-2	-7	4
37	O=C(NCc1ccc2c(c1)OCO2)C(=O)NCC1OCCN1S(=O)(=O)c1ccc(Br)cc1 (configuration not stated)	4	-13	3	-3	8	17	-1	6
38	O=C(O)CN(c1ccccc1)C1SC(=O)NC1=O (configuration not stated)	-12	5	-2	-10	-15	6	5	-6
39	COc1ccc(-c2nn(-c3ccccc3)cc2/C=C2/SC(=S)N(CCCC(=O)O)C2=O)c(C)c1	12	-3	6	-7	-1	17	3	-40
40	CC1=C(C#N)C(c2cn(-c3ccccc3)nc2-c2cccs2)C(C#N)=C(C)N1	-6	42	-10	-9	-30	17	53*	0
41	CC(Oc1ccc(Cl)cc1Cl)C(=O)Nc1ccc(N2CCN(C)CC2)cc1 (configuration not stated)	4	0	3	3	-21	16	-29	14
42	Cc1ccc(-n2c(-c3ccccc3)c[nH]c2=S)cc1	7	4	-8	4	4	-4	-9	-1
43	Cc1cc(NC(=O)C2C3C(=O)N(CC4CCCO4)C(C(=O)NC(C)(C)C)C34C=CC2(C)O4)no1 (configuration not stated)	-5	-13	-7	3	-5	-8	-5	7
44	N#C/C(=C\c1c(N2CCN(c3ccccc3)CC2)nc2ccccn2c1=O)S(=O)(=O)c1ccccc1	-6	-1	-1	3	4	16	3	-4
45	O=C(c1cc2cc(F)ccc2[nH]1)N1CCN(C(=O)c2ccco2)CC1	19	3	0	-6	-44	4	-9	-11
46	COc1ccc2oc(-c3ccc(NC(=O)c4ccc(N5CCOCC5)c([N+](=O)[O-])c4)cc3)nc2c1	-1	-7	-9	-10	-227	14	-15	-18
47	CCCN(CCC)c1nc(-c2ccccn2)nc2ccccc12	0	46	5	3	-16	7	10	-2
48	CCn1cnc2sc(C(=O)Nc3ccc4c(c3)OCO4)c(C)c2c1=O	14	-32	-7	-1	9	-3	-38	4
49	O=C1CC(C(=O)N2CCN(c3ccccc3)CC2)CN1Cc1ccccc1 (configuration not stated)	-3	18	-6	-15	7	11	-12	-9
50	Cc1cc(NC(=O)CSc2nc(CC(C)(C)C)nc3c2c(=O)n(C)c(=O)n3C)no1	3	-10	-3	-3	4	11	1	7
51	CCOc1ccc(S(=O)(=O)N(C)CC(=O)NCCN2CCOCC2)cc1	0	-9	5	-4	13	3	9	8
52	CC(=O)Cn1c(=O)oc2ccccc21	7	-1	0	0	11	-15	-27	1
53	Brc1ccccc1CN1CCC(N2CCCCC2)CC1	-9	13	-11	-7	8	1	-3	5
54	Cc1cccc(NS(=O)(=O)c2cccc(C(=O)NCC(C)(C)N3CCOCC3)c2)c1	-11	-4	2	-9	0	5	4	-4
55	Cc1ccc(CC(CC(=O)O)C(=O)NCc2ccccc2)cc1 (configuration not stated)	4	1	-8	2	-6	-5	5	2
56	O=C(OCC(=O)N1CCCC1)c1cccs1	4	2	-5	-3	-5	-4	-29	-2
57	COc1ccc(CCNC(=O)c2cc(S(=O)(=O)N(C)C)ccc2N2CCCC2)cc1OC	-9	2	-6	-16	-2	2	-5	-3
58	Cc1cc2oc(C(=O)Nc3ccc(S(N)(=O)=O)cc3)c(C)c2cc1Cl	-9	2	-6	-9	-3	-1	-3	-4
59	O=C(c1nc2ccccn2c1CNCCCn1ncc2ccccc21)N1CCCC1	11	22	-2	8	12	-12	-4	0
60	CCCCOc1ccc(-c2[nH]ncc2C=O)cc1	-7	-46	-8	0	-31	9	-52	4
61	NNC(=O)COc1cccc(Oc2ccccc2)c1	2	-5	-8	-9	-1	-4	-15	3
62	C=CCn1c(-c2cc(Cl)ccc2OC)n[nH]c1=S	5	0	-3	-1	2	5	-10	-5
63	CC(C)c1ccc(N(CC(=O)NCCCN2CCOCC2)S(=O)(=O)c2ccccc2)cc1	-1	3	-1	12	5	2	1	8
64	O=C(CCN1CCCCC1)NNC(=S)NC(=O)c1ccc(Br)cc1	-4	-23	-1	-2	8	2	2	-2
65	COc1ccc(-n2c(CCC(=O)O)ccc2-c2ccccc2)cc1	5	-11	-9	3	-7	9	-4	-16
66	CC/C(=C\C(=O)c1ccncc1)Nc1ccc(O)cc1	4	3	-1	-5	-15	-4	-11	-8
67	O=C(NC1CCCCC1)NC1CCN(CC(=O)N2CCOCC2)CC1	-1	-3	-3	-11	18	6	3	-7
68	COc1cc(Nc2cc(C)nc3ncnn23)cc(OC)c1OC	11	-1	8	-9	12	-10	7	-5
69	CN(c1ccccc1)S(=O)(=O)c1ccc(C(=O)NNC(=O)c2ccccc2)cc1	-13	0	-6	-1	17	2	2	-2
70	CCOC(=O)C1CCCN(CC(=O)c2ccc(F)cc2)C1 (configuration not stated)	1	5	-4	-1	5	-4	8	5
71	Cc1ccc(NC(=O)CN2C(=O)NC3(CCCCC3)C2=O)cc1S(=O)(=O)N1CCOCC1	3	3	-7	-12	-28	7	-5	-15
72	CCS(=O)(=O)N1Cc2ccccc2CC1C(=O)Nc1ccccc1OC (configuration not stated)	1	4	-3	3	13	-21	2	-2
73	COC(=O)c1ccc(Cl)c(NC(=O)CN(c2ccccc2)S(=O)(=O)c2ccc(OC)cc2)c1	-5	12	-3	-8	-17	-6	3	11
74	CCC(NC(=O)c1oc2ccccc2c1COC)c1ccc(OC)cc1 (configuration not stated)	8	-13	-3	2	19	15	-6	-3

# Rows are unselected; 3.6% or so of the library scored in one or more.
